Compound activity deposited in PubChem BioAssay by several laboratories.
GPR55 antagonists: GPR55 antagonists blocking LPI-driven arrestin recruitment, primary screen, imaging, U2OS, beta-arrestin-GFP, LPI agonist (AID 2013). inhibition, % at 10 µM; hits with a dose series show IC50 in µM. 290,000 compounds, 0.13% hits. U2OS GPR55 beta-arrestin-GFP translocation imaging, LPI antagonism; higher % means a stronger effect;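 active means spots per cell inhibited over 60%, with over 100 cells counted and total cytoplasm intensity under 500,000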;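 further: U2OS cells stably carrying GPR55 and arrestin-GFP stimulated by 5 µM LPI near EC80; imaged beta-arrestin-GFP aggregate spots per cell after agonist stimulation; plate controls were LPI-stimulated DMSO wells for no effect and DMSO wells without LPI for full effect; some results filed as inactive read as strong as hits; confirmed hits need IC50 under 10 µM and bright autofluorescent wells are also inconclusive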
MgcRacGAP inhibition: MgcRacGAP GTPase-activating activity inhibitors, confirmation, biochemical, ADP Hunter fluorescence. MgcRacGAP-stimulated Rac1 GTP hydrolysis, ADP Hunter fluorescence; higher % means a stronger effect; GST-tagged Rac1 F28L mutant substrate. one-dose inhibition, % at 30 µM; IC50 in µM for titrated hits. 340,000 compounds, 0.6% hits. AID 624330;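 active means first-screen hits whose inhibition reached a set limit at any dose in the follow-up dose series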;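 further: fluorescence reports GDP produced by GAP-driven GTP hydrolysis; strong numbers were not always called active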
Siah-1 displacement: Siah-1 peptide-binding antagonists, primary screen, biochemical, fluorescence polarization, rhodamine-plectin, uHTS (AID 1817); Siah-1 / rhodamine-plectin peptide fluorescence polarization; higher % means a stronger effect; one-dose displacement, % at 20 µM; IC50 in µM for titrated hits; 290,000 compounds, 0.02% hits;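 active means displacement of at least 50% at 20 µM, with a fluorescence ratio check between 0.3 and a set limit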;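 further: plate controls were Siah plus tracer with DMSO for no effect and tracer alone without Siah for full effect; strong numbers were not always called active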
Salmonella PhoP GFP: PhoP-dependent GFP reporter repression – Salmonella Typhimurium, primary screen (AID 1863). S. Typhimurium PhoP-regulated promoter GFP reporter, 4 h; higher % means a stronger effect. one-dose inhibition, % at 50 µM; IC50 in µM for titrated hits. 300,000 compounds, 0.16% hits;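 active means inhibition over 29.93%, a cutoff 3 SD above the screen mean, later confirmed by dose response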;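 further: 0% = low Mg2+ inducing control and 100% = high Mg2+ repressing control; strong numbers were not always called active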
LYP phosphatase: PTPN22 lymphoid phosphatase activity blockers – biochemical, fluorescence intensity, uHTS (AID 1779) | recombinant LYP phosphatase, fluorescence intensity; higher % means a stronger effect | inhibition, % at 11.5 µM, or IC50 in µM where a hit was titrated | 290,000 compounds, 0.054% hits; in the data active means inhibition above about 50%;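 further: plate controls were vehicle with enzyme for no effect and no enzyme for full effect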
GPR35 arrestin U2OS: GPR35 antagonists blocking zaprinast-driven arrestin recruitment, primary screen, imaging, U2OS, beta-arrestin-GFP, zaprinast agonist (AID 2058); U2OS GPR35 beta-arrestin-GFP translocation imaging, zaprinast antagonism; higher % means a stronger effect; one-dose inhibition, % at 10 µM; IC50 in µM for titrated hits; 290,000 compounds, 0.052% hits;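 active means inhibition of at least 50% with at least 30 cells and total cytoplasm GFP at most 10,000,000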
NTR1 agonist: agonists of NTR1, primary screen, imaging, U2OS cells, beta-arrestin-GFP, high content (AID 493036); P30989; NTR1-U2OS beta-arrestin-GFP spot imaging, agonist mode; activation, % at 20 µM; 330,000 compounds, 0.17% hits;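 active means activation at or above 40% of the spot to cytoplasm intensity ratio, with at least 20 cells analyzed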;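 further: 0% = DMSO without peptide and 100% = 100 nM NTR1 peptide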
Target sequence (P30989 whole entry, looked up): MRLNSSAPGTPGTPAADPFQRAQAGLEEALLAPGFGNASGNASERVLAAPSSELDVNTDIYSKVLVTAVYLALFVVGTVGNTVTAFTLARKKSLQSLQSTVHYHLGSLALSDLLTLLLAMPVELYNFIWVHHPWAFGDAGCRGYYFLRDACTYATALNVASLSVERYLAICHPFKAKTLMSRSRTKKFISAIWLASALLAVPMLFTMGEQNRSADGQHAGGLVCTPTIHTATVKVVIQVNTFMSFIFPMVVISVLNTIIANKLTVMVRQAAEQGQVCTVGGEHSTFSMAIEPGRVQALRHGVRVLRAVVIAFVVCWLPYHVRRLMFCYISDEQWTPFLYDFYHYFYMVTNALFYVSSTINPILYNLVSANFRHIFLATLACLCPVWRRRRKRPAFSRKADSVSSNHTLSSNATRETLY
HIV fusion peptide: cell-free HIV fusion peptide-binding blockers – biochemical, uHTS, fluorescence dequenching, primary screen (AID 1986); cell-free peptide binding, fluorescence dequenching, 30 min; higher % means a stronger effect; inhibition, % at 20 µM; hits with a dose series show IC50 in µM; 290,000 compounds, 0.3% hits; in the data active means inhibition mostly above about 52%, no sharp cut-off; inactive means mostly below about 76%; further: some results filed as inactive read as strong as hits
Myeloid diff MLP: myeloid differentiation induction; ER-HoxA9 myeloid progenitors, lysozyme-GFP differentiation, flow cytometry; calls only at 10 µM; 360,000 compounds, 1% hits; AID 624256;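 active means normalized GFP-positive differentiation at or above the plate's own cutoff, the solvent-only control mean plus 3 SD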;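 further: cells exposed to compound for four days before flow analysis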
NTR1 agonist cell count 20 µM: also measured in NTR1 agonist; calls as there; cell count; measured here: cell count, cytotoxicity flag
Myeloid diff MLP GFP+ MAC1+ %: further read-out of Myeloid diff MLP, marked with its call; GFP+ MAC1+ double positive, %; measured here: differentiation confirmed by MAC1 staining
Numbers without * were called inactive; i = inactive; nt = not tested or not shown.

SMILES	GPR55 antagonists	MgcRacGAP inhibition	Siah-1 displacement	Salmonella PhoP GFP	LYP phosphatase	GPR35 arrestin U2OS	NTR1 agonist	NTR1 agonist cell count 20 µM	HIV fusion peptide	Myeloid diff MLP	Myeloid diff MLP GFP+ MAC1+ %
COc1ccc(OC)c(NC(=O)CN(C)CCOc2ccc(Br)cc2)c1	-9%	4%	-4%	-2%	-5%	10%	0.7	45	-0.1%	i	5.6
Cc1ccn2c(=O)nc(SCC(=O)NCCc3ccccc3)nc2c1	nt	2%	nt	5%	nt	nt	-1.7	51	nt	i	0.4
CC(C)CCN(C(=S)NC(=O)C1CCCCC1)c1c(N)n(Cc2ccccc2)c(=O)[nH]c1=O	10%	3%	-4%	6%	3%	-10%	0.4	49	0.2%	i	0.7
COc1ccc(NC(=O)c2cc(-c3ccncc3)nc3ccc(Br)cc23)cc1OC	13%	1%	-8%	3%	-7%	13%	3.8	56	-3.9%	i	0.4
CC(C)OC(=O)Cn1nnc(-c2ccccc2)n1	21%	8%	-2%	-4%	-11%	-7%	1.5	60	-2.0%	i	0.5
N#CCCCn1c(=O)oc2ccccc21	-6%	3%	10%	nt	-5%	-3%	0.0	85	3.4%	i	0.2
COc1ccc(C(=O)/C=C/c2ccc(OC)c(O)c2)c(F)c1	23%	12%	6%	1%	-5%	44%	10	69	18%	i	0.1
CC(=O)Nc1nc(C)c(Oc2ccc(Cl)cc2)c(=O)[nH]1	0%	-8%	17%	-2%	-5%	15%	1.7	56	-1.0%	i	0.7
Cc1c(C(=O)OC(C)C)sc(N)c1C(=O)OC(C)C	8%	7%	-8%	8%	-4%	-5%	8.6	60	-2.9%	i	0.1
O=C(CSCc1ccccc1)NCCCN1CCOCC1	11%	8%	11%	-8%	-13%	8%	0.2	93	2.4%	i	1.0
Cc1ccc(S(=O)(=O)N2CCN(CC(=O)N/N=C/c3ccco3)CC2)cc1	8%	-4%	3%	-8%	-7%	-2%	-0.6	68	1.1%	i	0.3
CCN=C1S/C(=C\c2ccc(Sc3ccc(Cl)cc3)o2)C(=O)N1CC	-5%	3%	-3%	2%	-9%	3%	9.9	34	2.2%	i	2.4
C/C(=N/OC(=O)c1cccc(Cl)c1)c1nccs1	3%	11%	-2%	-2%	-4%	15%	6.1	74	-2.8%	i	0.5
O=C1CN(c2nnnn2-c2ccccc2)CCN1	-5%	11%	-6%	-1%	-5%	9%	-1.7	51	3.3%	i	1.2
N=c1c2c(ncn1CCCO)Oc1cc(O)ccc1C2c1ccccc1 (configuration not stated)	34%	16%	1%	-3%	-6%	-5%	3.4	67	5.7%	i	0.3
C=CCNC(=O)c1onc(CSc2ccccn2)c1C(=O)NCC=C	1%	6%	1%	1%	-6%	-3%	2.6	66	-0.7%	i	2.2
COc1ccc(C(=O)CC(=O)C(=O)Nc2cccc([N+](=O)[O-])c2C)cc1	-8%	4%	2%	-5%	-4%	4%	2.6	106	1.0%	i	0.3
O=C(Nc1ccc(S(=O)(=O)N2CCCC2)cc1)c1ccc(CN2CCOCC2)cc1	nt	5%	1%	4%	-7%	6%	2.9	79	0.9%	i	0.0
Cc1noc(NS(=O)(=O)c2ccc(N/C=C/C(=O)c3ccccc3)cc2)c1C	-6%	7%	0%	-7%	1%	7%	-0.8	60	6.0%	i	7.1
O=C(O)CCC(=O)N1c2ccccc2NC2=C(C(=O)CC(c3ccc(F)cc3)C2)C1c1ccc([N+](=O)[O-])o1 (configuration not stated)	-7%	1%	-3%	nt	-1%	9%	-2.0	11	0.0%	i	0.5
NC(=O)N=Nc1c(O)n(Cc2ccccc2)c2ccc(Br)cc12	0%	10%	-2%	8%	1%	0%	2.9	55	-1.4%	i	0.6
Cc1ncoc1C(=O)NC1CC(C)(C)Cc2c1cnn2-c1ccc(F)cc1 (configuration not stated)	-5%	-5%	-6%	6%	-8%	6%	-0.8	52	-0.4%	i	4.3
CCN(CC)CCNC(=O)CCCNC(=O)Cn1cnc2sc(C)c(C)c2c1=O	-8%	7%	-4%	6%	-7%	-4%	-1.4	46	1.2%	i	0.3
COc1cc(/C=N/n2cnnc2)ccc1OCc1ccccc1	-1%	3%	-4%	18%	-7%	14%	-1.2	67	-0.5%	i	2.6
Cc1ccc(Oc2ccc(C(=O)NC3CCSC3=O)cn2)cc1 (configuration not stated)	19%	2%	2%	4%	-8%	-11%	-0.2	60	-4.5%	i	0.2
O=C(CN(Cc1ccccc1Cl)C(=O)Cn1nnc(-c2cccs2)n1)NCC1CCCO1 (configuration not stated)	0%	9%	-2%	-2%	-6%	0%	-0.2	54	1.1%	i	4.4
CCOc1ncccc1C(=O)NCCc1ccc(OC)cc1	-12%	5%	2%	1%	-6%	-1%	-0.3	57	0.2%	i	0.2
CCc1cc(C(=O)O)c(NC(=O)/C=C/c2ccc(OC)c(OC)c2)s1	16%	7%	-1%	-7%	9%	-7%	1.0	69	6.7%	i	0.8
Cc1ccc2cc(C)c(SCC(=O)Nc3cc(C)on3)nc2c1	0%	-19%	-2%	8%	-1%	1%	1.3	49	-0.4%	i	1.0
Cc1cnc(C(=O)OCC(=O)NCCCc2ccccc2)cn1	-3%	6%	-5%	4%	-1%	6%	1.2	102	-0.3%	i	0.0
Cc1ccccc1-n1ncc2c(SCC(=O)N3c4ccccc4CC3C)ncnc21 (configuration not stated)	25%	-3%	1%	9%	2%	3%	2.2	53	0.3%	i	2.3
O=C(Nc1nnc(CCS(=O)(=O)c2ccc3ccccc3c2)s1)c1cccs1	1%	7%	23%	1%	-7%	1%	0.5	64	0.7%	i	0.8
CCCNC(=O)[C@H](Cc1c[nH]c2ccccc12)NC(=O)c1ccccc1Cl	-3%	1%	17%	-1%	-8%	-4%	0.8	58	1.5%	i	0.3
CC1CCN(Cc2c(C(=O)N/N=C/c3cccc(C(F)(F)F)c3)nnn2-c2nonc2N)CC1	-3%	4%	0%	8%	-2%	-4%	9.0	51	-2.0%	i	0.4
O=C(Cc1ccc(S(=O)(=O)N2CCCCC2)s1)Nc1ccc(F)cc1F	-14%	3%	2%	10%	1%	15%	-0.8	53	3.9%	i	1.5
CCc1c(C)nc2ncnn2c1N1CCC(C(=O)NCc2cccc(OC)c2)CC1	2%	12%	-3%	13%	-3%	9%	-2.0	63	-2.2%	i	6.2
CCC(C(=O)Nc1cc(C)on1)c1ccccc1 (configuration not stated)	5%	3%	3%	26%	-10%	11%	-0.2	73	97%	i	0.7
CC(=O)N(Cc1ccc(Br)cc1)c1cccc(C)c1C	-14%	6%	1%	2%	-3%	6%	2.7	40	-0.9%	i	0.4
O=C(CN1CCC(n2nnc3cc(C(F)(F)F)ccc32)CC1)Nc1ccc2c(c1)CCC2	4%	11%	8%	-1%	2%	0%	6.0	58	4.1%	i	0.8
COc1ccc(S(=O)(=O)Nc2ccc3c(c2)OCO3)cc1Cl	3%	-2%	4%	6%	-5%	-7%	3.0	49	-3.5%	i	0.7
COc1ccc(S(=O)(=O)N/N=C(/C)c2ccncc2)cc1	6%	-4%	2%	-7%	-10%	0%	1.0	65	0.0%	i	0.8
Cc1ncoc1C(=O)N1CCCC(C(=O)c2ccc(-c3ccccc3)cc2)C1 (configuration not stated)	10%	7%	2%	nt	8%	-25%	-0.4	93	0.4%	i	0.0
O=C(Cc1ccc2cccnc2c1)c1ccc(O)cc1O	0%	-2%	1%	10%	2%	2%	1.3	50	-1.8%	i	9.3
O=C(C1=C[C@H](c2csc3ccccc23)C[C@H](OCc2ccc(CO)cc2)O1)N1CCN(Cc2ccccc2)CC1	6%	17%	5%	3%	1%	-10%	3.3	62	32%	i	0.2
CNC(=S)N(CCc1c(C)[nH]c2ccc(Cl)cc12)Cc1cc(OC)c(OC)c(OC)c1	-2%	11%	-10%	5%	-7%	11%	2.3	91	-1.9%	i	2.5
Cc1c(NC(=S)NC(=O)c2ccco2)cccc1-c1nc2ncccc2o1	-2%	12%	-4%	-5%	2%	0%	-1.8	96	-1.4%	i	0.1
COc1cccc(OC)c1C(=O)Nc1cccc(-c2nc3ccccc3[nH]2)c1	2%	8%	-1%	-4%	-2%	-2%	-0.3	41	0.9%	i	0.6
COc1ccc(-c2nnc(NC(=O)C(C)C)o2)cc1	1%	2%	1%	-7%	-8%	-6%	0.0	70	-0.7%	i	2.5
O=C(N/N=C/c1c[nH]c2ccccc12)c1cc(-c2ccc(-c3ccccc3)cc2)n[nH]1	2%	1%	0%	5%	4%	10%	4.6	55	-1.6%	i	1.5
COc1ccc(OC)c(NC(=O)c2cc(S(=O)(=O)NCc3ccco3)ccc2F)c1	-9%	12%	-4%	0%	-8%	4%	2.9	73	-0.1%	i	9.1
CCOc1ccc(-c2cc(NC(=O)c3c(F)cccc3F)c(C(=O)O)s2)cc1	-3%	0%	3%	-11%	1%	-2%	2.7	83	50%	i	0.9
COc1ccccc1CNC(=O)COC(=O)c1nc(Cl)ccc1Cl	nt	-4%	nt	-6%	nt	nt	-0.2	59	nt	i	0.6
Cc1cccc(NC(=O)CN2C(=O)N/C(=C/c3ccc(C)o3)C2=O)c1	14%	7%	-2%	10%	0%	5%	nt	nt	18%	i	1.6
O=C(CNC(=O)c1cnccc1C(F)(F)F)c1cccc(Cl)c1	8%	-2%	6%	-4%	-5%	10%	-1.0	46	-1.2%	i	1.0
CC(C)Cn1c(=O)[nH]c(=O)c2c(C(F)(F)F)cc(-c3ccccc3)nc21	-2%	11%	28%	-6%	5%	-6%	32	77	-1.6%	i	0.6
CC1=NN(C(=O)c2ccccc2-n2cccc2)C(O)(C(F)(F)F)C1 (configuration not stated)	-4%	-2%	7%	-7%	-4%	-8%	-1.1	50	1.0%	i	0.4
CCOc1ccc(-c2[nH]nc3c2C(c2ccc4c(c2)OCO4)C(C#N)=C(N)O3)cc1OC (configuration not stated)	13%	15%	2%	11%	-1%	5%	5.6	61	-0.4%	i	1.0

Hits appear at their usual frequency. About 2.4% of those tested had a hit in this group.
